Bioassay records as filed in PubChem BioAssay.
FN deposit inh = fibronectin deposition inhibition | AH1F fibroblasts, Alexa488-fibronectin deposition fluorescence, overnight | inhibition, % at 12.6 µM | 350,000 tested, 0.086% active | AID 743247;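 active = mean inhibition across replicates of 30% or more, regardless of how many single replicates reach that level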;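 note: positive control wells lacked labelled fibronectin entirely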
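Material – AH1F fibroblast monolayer, labelled fibronectin deposition · Reagent – labelled fibronectin 24 nM · Timing – 1 h adhesion, overnight exposure · Measured by – fluorescence at 485 nm excitation, 525 nm emission · Read-out – inhibition of fibronectin deposition signal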
EWS-Fli inh = inhibitors of EWS/Fli oncoprotein transcriptional activity. 350,000 tested, 0.67% active. AID 651661. A673 NR0B1-luciferase reporter, viability-normalised. inhibition, % at 12.6 µM;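 active = mean inhibition of at least 50% after viability correction, with every replicate also passing that limit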;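 note: firefly luciferase signal divided by Alamar Blue viability fluorescence both relative to DMSO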
S100A4 MyoIIA = inhibitors of human S100A4 binding to myosin IIA peptide; S100A4/TAMRA-MyoIIA peptide fluorescence polarization; inhibition, % at 10.7 µM; 360,000 tested, 0.14% active;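 active = mean inhibition of at least 70% across replicates, with every replicate also reaching that level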
Target sequence (P26447 whole entry, looked up): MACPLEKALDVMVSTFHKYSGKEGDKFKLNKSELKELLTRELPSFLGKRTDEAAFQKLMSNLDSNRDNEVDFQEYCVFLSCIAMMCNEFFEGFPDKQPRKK
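Test system: S100A4 monomer protein; Medium: HEPES pH 7.2 with CaCl2, KCl, NaCl, DTT, Triton; Probe or stimulus: TAMRA-labelled myosin IIA heavy-chain peptide probe, 5 nM; Doses: one dose per compound; Times: polarization read 5 min after assay mix addition, stable 5–60 min; Benchmarks: neutral control DMSO, positive control TFP.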
LGR2 inh = inhibitors of bursicon-induced Drosophila LGR2 receptor cAMP signaling; HEK293 LGR2, CRE-luciferase, bursicon-stimulated, 4 h; inhibition, % at 9.99 µM; 380,000 tested, 0.35% active;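 active = drop in luminescence signal, shown as inhibition above about 50% in the replicate tests, limit read from the data, passing the limit was not always enough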;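 note: agonist challenge used bursicon conditioned medium at about half maximal strength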
PAX8 reporter = inhibitors of PAX8 transcriptional activity in RMG-I cells; inhibition, % at 12.6 µM; 360,000 tested, 1.2% active; RMG-I TPO-luciferase reporter, SteadyGlo, 24 h;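 active = mean replicate inhibition at least 60% with every replicate also reaching 60%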;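 note: luciferase light reporting Pax8 driven TPO promoter activity; plate controls were median of neutral control wells for no effect and mitoxantrone controls for full effect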
PglD inh = inhibitors of Campylobacter jejuni PglD acetyltransferase; purified PglD enzyme, DTNB colorimetric CoA detection; inhibition, % at 12.5 µM; 360,000 tested, 0.098% active; in the data active = inhibition above about 16%, passing the limit was not always enough; note: strong numbers were not always called active
ERAP1 inh = ERAP1 (human) enzyme inhibition. Q9NZ08. 340,000 tested, 0.15% active. recombinant ERAP1, Leu-AMC fluorescence, 60 min. inhibition, % at 10.7 µM;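 active = mean replicate inhibition of at least 30%, or all replicates individually reaching that 30% level; inactive = mean below 30% and not every replicate reaching it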;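 note: 0% = neutral control wells and 100% = L-leucinethiol positive control wells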
Target sequence (Q9NZ08 whole entry, looked up): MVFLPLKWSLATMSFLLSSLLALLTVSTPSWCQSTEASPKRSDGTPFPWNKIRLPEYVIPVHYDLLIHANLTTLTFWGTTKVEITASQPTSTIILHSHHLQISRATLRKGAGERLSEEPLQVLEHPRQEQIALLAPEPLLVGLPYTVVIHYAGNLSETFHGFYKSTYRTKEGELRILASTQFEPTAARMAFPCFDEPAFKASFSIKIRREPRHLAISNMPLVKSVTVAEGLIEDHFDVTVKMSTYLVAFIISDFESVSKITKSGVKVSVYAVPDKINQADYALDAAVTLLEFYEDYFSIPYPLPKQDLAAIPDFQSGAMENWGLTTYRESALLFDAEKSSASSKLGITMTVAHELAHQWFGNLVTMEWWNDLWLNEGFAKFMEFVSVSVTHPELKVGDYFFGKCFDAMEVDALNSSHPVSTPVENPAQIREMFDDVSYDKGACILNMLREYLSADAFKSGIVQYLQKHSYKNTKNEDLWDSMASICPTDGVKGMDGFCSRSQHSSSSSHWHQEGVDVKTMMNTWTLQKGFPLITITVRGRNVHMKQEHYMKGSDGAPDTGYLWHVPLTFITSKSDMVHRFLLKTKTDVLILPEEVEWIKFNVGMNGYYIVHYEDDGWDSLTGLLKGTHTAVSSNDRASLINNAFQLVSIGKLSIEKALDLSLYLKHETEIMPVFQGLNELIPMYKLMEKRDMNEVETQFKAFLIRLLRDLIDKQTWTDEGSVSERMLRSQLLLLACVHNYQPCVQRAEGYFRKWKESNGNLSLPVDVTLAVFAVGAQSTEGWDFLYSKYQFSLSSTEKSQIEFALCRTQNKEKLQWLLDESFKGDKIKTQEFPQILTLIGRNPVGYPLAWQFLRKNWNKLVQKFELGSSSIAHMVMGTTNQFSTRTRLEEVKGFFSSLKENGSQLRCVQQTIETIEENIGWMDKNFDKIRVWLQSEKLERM
PGC1a acetyl inh = lowers PGC1a acetylation signal in U2OS cells | 350,000 tested, 0.17% active | AlphaScreen anti-acetyl-lysine; with virally co-expressed GCN5 acetyltransferase | inhibition, % at 15.6 µM;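 active = every replicate shows inhibition of at least 40%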;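 note: 0% = neutral control wells and 100% = positive control wells; some results beyond the cut were filed as inactive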
An asterisk follows results filed as active; . = no result given; & = joins results of further samples.

SMILES	FN deposit inh	EWS-Fli inh	S100A4 MyoIIA	LGR2 inh	PAX8 reporter	PglD inh	ERAP1 inh	PGC1a acetyl inh
COC(=O)c1cc(-c2ccc(F)cc2)n(-c2ccccc2)n1	-8	-14	1	-4	13	-4	1	-4
CCN(CC)c1ccc(/C=N/n2c(C)nc3ccccc3c2=O)cc1	7	-8	-11	-3	-11	2	-9	5
COc1ccc(NC(=O)N(C)C[C@@H]2Oc3ccc(NC(=O)Cc4ccccc4)cc3CC(=O)N([C@H](C)CO)C[C@H]2C)cc1	.	-7	9	-16	-2	-1	-1	6
CO[C@@H]1CN(C)C(=O)c2ccc(NC(C)=O)cc2OC[C@@H](C)N(S(C)(=O)=O)C[C@H]1C	-6	-5	-2	1	-8	-1	0	.
Cc1csc(NC(=O)CSc2[nH]c(=O)ncc2C)n1	-1	-14	-2	-14	-47	2	-2	.
O=c1c(Cl)c(NCc2ccco2)cnn1C12CC3CC(CC(C3)C1)C2	6	-2	1	-4	9	3	1	3
Cc1ccc(S(=O)(=O)Nc2ccc3c(c2)CC(=O)N([C@@H](C)CO)C[C@@H](C)[C@H](CN(C)C)O3)cc1	.	-3	7	4	-7	0	2	5
N#C[C@H]1N[C@@H](CO)[C@H]1c1ccccc1	-8	-7	1	-8	-4	1	1	-9
Cc1nc(NN)c2c3c(sc2n1)COC(C)(C)C3	-5	2	1	-14	-13	6	6	.
COC(=O)c1ccc(N2C(c3cc(OC)cc(OC)c3)=Cc3ccc(-c4cnc(OC)nc4)cc3C2CC(=O)C2CC2)cc1 (stereo not given)	13	7	-10	8	-6	.	-1	.
CCCN1[C@@H]2c3ccc(-c4ccc(F)cc4)c(=O)n3C[C@@H]2[C@@H](CO)[C@@H]1C(=O)OC	.	9	-3	11	4	-6	-2	.
CCOC(=O)c1sc(NC(=O)c2c(CC)noc2C)nc1C	0	-4	1	-12	-15	3	-1	7
COCCNC(=O)C(OC(=O)c1ccco1)c1ccccc1Cl (stereo not given)	-2	21	-4	-2	2	2	0	15
COc1ccccc1C1=NOC(C)(c2sc(-c3ccc(Cl)cc3)nc2C)C1 (stereo not given)	2	-34	9	-24	-7	0	-1	.
O=C1CSC(c2ccccc2[N+](=O)[O-])N1c1cccc(F)c1 (stereo not given)	9	0	-6	0	9	0	0	.

Whole records from above.
Profile of CO[C@@H]1CN(C)C(=O)c2ccc(NC(C)=O)cc2OC[C@@H](C)N(S(C)(=O)=O)C[C@H]1C → FN deposit inh = -6; EWS-Fli inh = -5; S100A4 MyoIIA = -2; LGR2 inh = 1; PAX8 reporter = -8; PglD inh = -1; ERAP1 inh = 0; PGC1a acetyl inh = .
Profile of Cc1csc(NC(=O)CSc2[nH]c(=O)ncc2C)n1 → FN deposit inh = -1; EWS-Fli inh = -14; S100A4 MyoIIA = -2; LGR2 inh = -14; PAX8 reporter = -47; PglD inh = 2; ERAP1 inh = -2; PGC1a acetyl inh = .

(list continues)
SMILES	FN deposit inh	EWS-Fli inh	S100A4 MyoIIA	LGR2 inh	PAX8 reporter	PglD inh	ERAP1 inh	PGC1a acetyl inh
CCCCCC(=O)N/N=C/c1ccco1	12	17	4	-1	-2	.	0	3
Cc1cccc(NC(=O)NNC(=O)c2sccc2-n2cccc2)c1	-9	3	-6	-21	4	.	-2	15
C[C@H](CO)N1C[C@H](C)[C@@H](CN(C)C(=O)Nc2cccc3ccccc23)OCc2cnnn2CCCC1=O	20	16&12	-11	-4	11&15	4	-1	-7&10
O=C(/C=C/c1ccccc1Br)c1ccc2c(c1)OCO2	0	-51	1	-18	-75	-4	1	.
COCCn1c(SCc2nc3sc(C(=O)OC)c(C)c3c(=O)[nH]2)nc2ccccc21	-8	.	.	.	15	3	.	6
Cc1ccc(-c2ccc3c(c2)O[C@@H](CN(C)C(=O)C2CCCCC2)[C@@H](C)CN([C@@H](C)CO)S3(=O)=O)cc1	-16	16	.	-7	.	.	.	18
Cc1ccc(S(=O)(=O)Nc2cncnc2NS(=O)(=O)c2ccc(C)cc2)cc1	8	6	-5	7	14	-3	0	.
O=C(c1ccccc1)N1N=C(c2ccccc2O)CC1c1ccc(Br)cc1 (stereo not given)	3	0	-2	2	9	1	-2	-17
Cc1ccc(N2CCN(CC(O)COc3cccc(C)c3)CC2)cc1 (stereo not given)	4	-12	1	-2	-25	2	1	18
O=C1C2C3C=CC(C3)C2C(=O)N1c1ccc(-c2nc3ccccc3c(=O)o2)cc1 (stereo not given)	6	-8	-7	2	12	.	0	-4
COc1ccc2c(c1)C(SCC(=O)NCCc1ccccc1)CC(C)(C)O2 (stereo not given)	0	-9	-2	-29	-5	-4	.	0
COc1ccc(N(CC(=O)NCc2ccco2)S(C)(=O)=O)cc1Cl	9	.	.	.	-146	-2	.	8
CO[C@H]1CN(C)C(=O)c2cc(NC(=O)Nc3cc(Cl)cc(Cl)c3)ccc2OC[C@H](C)NC[C@@H]1C	25	-1	.	-22	.	.	.	-2
C[C@@H]1CN([C@H](C)CO)C(=O)c2cc(NS(=O)(=O)c3ccccc3)ccc2O[C@@H]1CN(C)Cc1ccc(C(F)(F)F)cc1	.	-13	9	4	6	5	-2	-21
O=C(COC(=O)c1ccccc1F)Nc1ccc(S(=O)(=O)N2CCOCC2)cc1	2	7	-3	3	6	-2	1	3
O=[N+]([O-])c1ccc(-c2nnc3n2CCCCC3)cc1	5	-12	-1	-6	28	4	-2	.
CC(C)C[C@H]1CN([C@@H](CC(C)C)CN2CCCC2CN2C(=S)NC[C@@H]2Cc2ccc(O)cc2)C(=S)N1CC1CCCCC1 (stereo not given in full)	-18	10	-1	9	14	0	-4	2
COc1ccc(S(=O)(=O)Nc2ccc3c(c2)C(=O)N([C@H](C)CO)C[C@@H](C)[C@H](CN(C)C(=O)Nc2c(C)noc2C)OCCCC[C@@H](C)O3)cc1	3	-6	-31	2	-5	0	-1	8
COc1cc(-c2nnn(CC(=O)N3CCOCC3)n2)cc(OC)c1OC	-4	.	.	.	18	9	.	-5
CC(C)c1ccc(N2CC(C(=O)Nc3nccs3)CC2=O)cc1 (stereo not given)	1	.	.	-2	.	0	.	-4
COc1ccc(Cc2nc3ccccc3n2CC(=O)N/N=C/c2ccc(O)cc2)cc1OC	.	-2	-1	0	-13	.	2	.
COc1ccc(N(C(=O)c2snc(C(N)=O)c2N)C(C(=O)NC2CCCC2)c2ccc3ncccc3c2)cc1 (stereo not given)	-2	7	-4	6	-8	12	1	7
C[C@@H]1CCCCO[C@@H](CN(C)S(=O)(=O)c2ccc(F)cc2)[C@H](C)CN([C@@H](C)CO)C(=O)c2cc(NS(=O)(=O)c3ccc(Cl)cc3)ccc2O1	8	11	12	-18	59	2	1	-5
COc1ccc(CN2C(=O)CCC2(C)c2nnnn2-c2c(C)cccc2C)cc1 (stereo not given)	4	-7	-5	-5	3	.	6	.
CC1CCCCC1NC(=O)CN1C(=O)NC(C)(c2cccc(Br)c2)C1=O (stereo not given)	2	4	-1	5	10	1	-3	1
Cc1c(NC(=O)c2cccs2)cccc1NC(=O)c1cccs1	1	0	-5	3	.	-6	1	0
O=C(Nc1sc(-c2ccccc2)cc1C(=O)O)c1ccccc1	-16	-85	-3	-83	-157	0	2	7
Cc1cccc(N(CC(=O)NC2CCCCC2)C(=O)c2csnn2)c1	-7	-5	-1	6	-24	1	-5	-15
COC(=O)CCC(=O)Nc1nccs1	2	-7	-7	-21	-1	-14	4	-4
COC(=O)c1ccc2nc(-c3ccc(Cl)cc3)c(Cc3cccc(Cl)c3)n2c1	17	8	-1	-6	12	.	0	.
COc1ccc2sc(-c3ccc(N(C)C)cc3)c(-c3ccc4cc[nH]c4c3)c2c1	-6	-86	2	-59	-120	2	-1	.
CCOCCCN(CCC#N)C(=O)C1CCN(S(=O)(=O)c2ccc(-n3cnnn3)cc2)CC1	-2	7	-2	-3	-5	3	3	6
Nc1[nH]c(C(=O)c2ccccc2)c(-c2ccc(Cl)cc2)c1C(=O)c1c[nH]c2cc(F)ccc12	0	-3	2	9	24	.	0	.
CC(C)Nc1nc(Nc2ccc(C#N)cc2)c2sccc2n1	5	17	-10	-11	6	-5	-1	.
COc1ccc(OC)c(CN2CCN(C(=O)c3ccc(S(=O)(=O)Nc4ccccc4F)cc3)CC2)c1	-3	3	-7	-16	9	3	0	-1
CCOc1ccc(OCC)c2sc(C)nc12	1	.	.	.	0	2	.	-6
CNC(=O)Oc1ccc2c(c1)[C@]1(C)CCN(C)C1N2C (stereo not given in full)	2	-13	-2	12	2	1	-1	1
C[C@@H]1CCCCO[C@H](CN(C)S(=O)(=O)c2ccc(F)cc2)[C@H](C)CN([C@H](C)CO)C(=O)c2cc(NC(=O)CCC(F)(F)F)ccc2O1	7	-2	3	1	15	3	-2	-17
Fc1ccc(C2c3cccn3CCN2C(=S)Nc2cccc(F)c2)cc1 (stereo not given)	-4	4	-4	-3	4	0	0	.
COc1ccc2c(c1OC)C(=O)N1C2SC[C@H]1C(=O)NC1CCCCC1 (stereo not given in full)	.	-1	2	-2	.	5	3	-10
Cc1ccccc1S(=O)(=O)N(C)C[C@@H]1OCc2ccccc2-c2ccccc2C(=O)N([C@H](C)CO)C[C@@H]1C	-9	0	-28	11	17	-5	0	-7
CCNC(=O)C[C@H]1CC[C@@H]2[C@H](COc3ccc(NC(=O)Cc4ccccc4)cc3C(=O)N2C)O1	3	4	2	16	-11	-1	-2	2
COc1ccc(C)cc1NC(=O)CCCN1C(=O)NC(C)(C)C1=O	4	-7	1	-16	-3	-6	27	.
CN(C)c1ccc2c(c1)[C@H]1C[C@H](CC(=O)NCc3ccncc3)O[C@H](CO)[C@H]1O2	5	-6	10	2	-18	1	4	0
O=c1cc(CNc2ccc(Br)cc2)nc2sccn12	6	-41	-3	-15	23	-2	-4	15
C/C(=N/NC(=O)c1cc(C)[nH]n1)c1ccco1	2	-70	7	-12	-59	.	6	-12
O=C(Nc1c(-c2ccc3c(c2)OCO3)[nH][nH]c1=O)c1ccc2c(c1)OCO2	-4	-10	11	3	-7	4	3	10
CN(C)CCCNC(=O)N1c2ccccc2Sc2ccccc21	6	6	-3	2	-8	-4	2	-9
CCNS(=O)(=O)c1ccc(NC(=O)Nc2ccc3c(c2)OCO3)cc1	1	-30	-1	-4	-47	2	2	.
COc1ccccc1OCCn1nnc2ccccc21	6	-65	3	-34	-83	-3	-2	-3
COc1ccc(-c2cn[nH]c2-c2ccc(OCC(=O)NN)cc2O)cc1OC	4	-9	3	8	-17	7	3	6
O=C(NC(=S)Nc1nc(-c2cccc3ccccc23)cs1)c1cc2ccccc2o1	2	-3	1	4	0	.	0	.

Structures listed so far with a Cl atom:
SMILES	FN deposit inh	EWS-Fli inh	S100A4 MyoIIA	LGR2 inh	PAX8 reporter	PglD inh	ERAP1 inh	PGC1a acetyl inh
O=c1c(Cl)c(NCc2ccco2)cnn1C12CC3CC(CC(C3)C1)C2	6	-2	1	-4	9	3	1	3
COCCNC(=O)C(OC(=O)c1ccco1)c1ccccc1Cl (stereo not given)	-2	21	-4	-2	2	2	0	15
COc1ccccc1C1=NOC(C)(c2sc(-c3ccc(Cl)cc3)nc2C)C1 (stereo not given)	2	-34	9	-24	-7	0	-1	.
COc1ccc(N(CC(=O)NCc2ccco2)S(C)(=O)=O)cc1Cl	9	.	.	.	-146	-2	.	8
CO[C@H]1CN(C)C(=O)c2cc(NC(=O)Nc3cc(Cl)cc(Cl)c3)ccc2OC[C@H](C)NC[C@@H]1C	25	-1	.	-22	.	.	.	-2
C[C@@H]1CCCCO[C@@H](CN(C)S(=O)(=O)c2ccc(F)cc2)[C@H](C)CN([C@@H](C)CO)C(=O)c2cc(NS(=O)(=O)c3ccc(Cl)cc3)ccc2O1	8	11	12	-18	59	2	1	-5
COC(=O)c1ccc2nc(-c3ccc(Cl)cc3)c(Cc3cccc(Cl)c3)n2c1	17	8	-1	-6	12	.	0	.
Nc1[nH]c(C(=O)c2ccccc2)c(-c2ccc(Cl)cc2)c1C(=O)c1c[nH]c2cc(F)ccc12	0	-3	2	9	24	.	0	.
